# AmpC inh det = blocks E. coli AmpC beta-lactamase in presence of detergent; actives 0.09% (n = 71,000); AID 584; purified AmpC, nitrocefin hydrolysis with detergent; Potency, µM (top dose mostly 28.7 µM), inactives show top-dose activity change, negative = inhibition; P00811; active = well fitted curve in the direction sought with a large enough effect
# Target sequence (P00811 whole entry, looked up): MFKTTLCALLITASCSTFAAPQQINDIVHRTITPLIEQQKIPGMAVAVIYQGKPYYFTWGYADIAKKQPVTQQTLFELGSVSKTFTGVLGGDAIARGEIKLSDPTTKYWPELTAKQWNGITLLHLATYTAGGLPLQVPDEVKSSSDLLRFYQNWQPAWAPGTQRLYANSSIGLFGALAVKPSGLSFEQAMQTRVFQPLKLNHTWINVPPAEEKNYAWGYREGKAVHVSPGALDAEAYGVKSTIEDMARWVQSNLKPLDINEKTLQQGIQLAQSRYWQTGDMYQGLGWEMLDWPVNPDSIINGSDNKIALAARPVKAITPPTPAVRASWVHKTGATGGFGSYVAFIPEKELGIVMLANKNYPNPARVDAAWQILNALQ
#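 E. coli AmpC (5.3 nM) in 20 mM phosphate pH 7.0 with 0.01% Triton X-100, preincubated 15 min RT with compound; nitrocefin (2 uL of 800 uM stock) hydrolysis followed by 480 nm absorbance every 20 s over 4 min.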
# * = called active by the depositor; & = joins results of further samples; [ ] = another dose, or the depositor's remark. % is set by controls: 0 for no effect and ±100 for the full control effect; potency is the fitted concentration of half-maximal effect. Not all compounds are listed, so the mix of outcomes need not match the whole.
cpd	SMILES	AmpC inh det
1	C/C(N)=C(/C#N)C(=O)CSc1nnc(NC(C)C)s1	-4%
2	COC(=O)c1ccc(C2c3c(n[nH]c3C)C(=O)N2c2ccc(C)cc2)cc1 (centres undefined)	4%
3	c1ccc2sc(C3(N4CCCCC4)CCCCC3)cc2c1	-3%&2%
4	Cc1ccc(S(=O)(=O)NC(=O)Nn2c(C)nnc2C)cc1	8%
5	COc1cccc(C2CC(C(F)(F)F)n3nc(C(=O)NCc4cccnc4)cc3N2)c1 (centres undefined)	-6%
6	COc1ccc(OC)c(NC(=O)C2=C(C)Nc3ncnn3C2c2cccs2)c1 (centres undefined)	1%
7	O=C(c1ccco1)N1CCN(/C(=N/S(=O)(=O)c2cccs2)c2ccccc2Cl)CC1	-1%
8	Cc1nc(SCC(=O)N2CCN(c3ccccc3)CC2)c2oc3ccccc3c2n1	8%
9	CCOc1ccc(C2CC(c3ccccc3C)n3ncnc3N2)cc1 (centres undefined)	14%
10	Cc1nccn1C[C@@H]1CCc2c(c3ccccc3n2C)C1=O	0%[12.8 µM]
11	CCC(=O)Nc1c(C(=O)Nc2cccc(OC)c2)oc2ccccc12	-3%
12	CCC(=O)Nc1ccc(C(=O)Nc2cccnc2)cc1	-2%
13	CC(C)(C)OC(=O)N1CCC[C@H]1c1nnc(SC/C=C/c2ccccc2)o1	-6%
14	CCn1c(SCC(=O)N2CCCc3ccccc32)nc2c1c(=O)n(C)c(=O)n2C	-2%
15	Nc1ncn([C@H]2O[C@@H](CO)[C@@H](O)[C@@H]2O)c(=O)n1	1%[12.8 µM]
16	O=C(CCC1CCCC1)N1CCN(C(=O)c2cccnc2)CC1	10%
17	O=C1CCC(=O)N1CCCCCc1nc(-c2ccccc2)no1	-2%
18	COC(=O)CN(c1ccccc1F)S(=O)(=O)c1ccccc1	-1%
19	CN(C)c1ccnc(-c2ccccc2C(F)(F)F)n1	5%
20	Cc1cc(C)nc(Nc2ccc(N3CCCC3)cc2)n1	-3%
21	O=C(O)c1cccc(CN2C(=O)CSC2=O)c1	4%
22	CC(C)CN(C(=O)c1ccc(=O)n(C)n1)c1nc2ccccc2s1	24%
23	Cc1nccc2[nH]c(=O)c(C(=O)NC3CCN(Cc4ccccc4)CC3)cc12	7%
24	Cc1cc(/C=N/n2cnnc2)c(C)n1-c1ccc2ncccc2c1	11%
25	CCOc1ccc(C(C)=O)cc1CSc1nnc(-c2ccoc2C)n1N	1%
26	CCCCCOC(=O)C1[C@H]2C(=O)N(CCCOC)C[C@]23C=C[C@H]1O3 (some centres undefined)	-3%
27	CCOC(=O)N1CCc2c(sc3c2C(=O)NC(c2ccccc2)N3)C1 (centres undefined)	-1%
28	CCN1CCCC1CNC(=O)c1nn(-c2ccc(C)cc2)c(=O)c2c1c1ccccc1n2C (centres undefined)	-6%
29	CCCCc1c(O)nc2n(c1=O)CCS2	-3%
30	CCOC(=O)C1CCCN(c2c(NCCN(C)Cc3ccccc3)c(=O)c2=O)C1 (centres undefined)	13%
31	O=C1OC(=O)c2c(Br)c(Br)c(Br)c(Br)c21	7%
32	COCCCNC(=O)c1cc2c(=O)n3cccc(C)c3nc2n(C(C)C)c1=N	11%

# Nothing new here: 6 of the compounds above.
cpd	SMILES	AmpC inh det
24	Cc1cc(/C=N/n2cnnc2)c(C)n1-c1ccc2ncccc2c1	11%
25	CCOc1ccc(C(C)=O)cc1CSc1nnc(-c2ccoc2C)n1N	1%
26	CCCCCOC(=O)C1[C@H]2C(=O)N(CCCOC)C[C@]23C=C[C@H]1O3 (some centres undefined)	-3%
27	CCOC(=O)N1CCc2c(sc3c2C(=O)NC(c2ccccc2)N3)C1 (centres undefined)	-1%
28	CCN1CCCC1CNC(=O)c1nn(-c2ccc(C)cc2)c(=O)c2c1c1ccccc1n2C (centres undefined)	-6%
29	CCCCc1c(O)nc2n(c1=O)CCS2	-3%

# (further entries)
cpd	SMILES	AmpC inh det
33	Cc1cccc2cc(CN(CC3CCCO3)C(=O)c3ccncc3)c(=O)[nH]c12 (centres undefined)	0%
34	CC(C)C(C)C	9%
35	COc1ccc(N2CCN(C(=O)CCN3C(=O)c4ccccc4S3(=O)=O)CC2)cc1	-5%
36	CCOC(=O)C1CCCN(S(=O)(=O)c2cc(Br)cc3c2N(C(=O)C2CC2)CC3)C1 (centres undefined)	-3%
37	COCCCNC(=O)Cn1cc2c(n1)CCCCC2	2%
38	CCC(=O)N1CCc2cc(S(=O)(=O)N3CCN(c4ccccn4)CC3)ccc21	1%
39	C=C1CC[C@@H](O)C/C1=C/C=C1\CCC[C@]2(C)[C@@H]1CC[C@H]2[C@@H](C)CCCC(C)C	-3%
40	O=C(OC1CCOC1=O)c1ccc(-c2nc3ccccc3s2)s1 (centres undefined)	0%
41	S=c1[nH]nc(COc2ccccc2)n1C1CCCCC1	-2%
42	O=C(NCCc1ccccc1)c1c(O)c2cccc3c2n(c1=O)CC3	14%
43	COC(=O)Cc1ccc2c3ccccc3n(C)c2c1	1%
44	Cc1oc(-c2ccc(Cl)cc2)nc1CN1CCCC(C(=O)NCc2ccco2)C1 (centres undefined)	-4%
45	CCCCN1CCCCC1C(=O)Nc1c(C)cc(C)cc1C (centres undefined)	-4%
46	CC(C)OC(=O)c1nnc(Cc2ccc(Cl)cc2)o1	13%
47	CCC1S/C(=C(\C#N)C(N)=O)N(c2ccc(F)cc2)C1=O (centres undefined)	12%
48	CC(C)N1CCN(c2ccc(OC[C@@H]3CO[C@@](Cn4cncn4)(c4ccc(Cl)cc4Cl)O3)cc2)CC1	-1%[12.8 µM]
49	COc1ccc(NC(=O)N(CCCN(C)C)Cc2cc3cc(OC)ccc3[nH]c2=O)cc1	-2%
50	O=C(NCCc1ccccc1)C1CCN(S(=O)(=O)c2cccs2)CC1	2%
51	COc1ccc(CCNC(=O)Cn2c(=O)n(Cc3ccco3)c(=O)c3ccc(Cl)cc32)cc1OC	10%
52	CCOc1cc(NC(=O)c2ccco2)c(OCC)cc1NC(=O)CCc1ccccc1OC	13%
53	NC1(C(=O)OCc2ccccc2)CCCC1	-6%[5.75 µM]
54	Cc1ccc(S(=O)(=O)Cc2ccc(C(=O)N3CCN(c4ccccn4)CC3)o2)cc1	14%
55	O=Nc1c2nc3ccccc3n(O)c-2c2ccccc12	8%
56	Cc1ccc(S(=O)(=O)Nc2cc(C(=O)O)ccc2N2CCCCC2)cc1	-2%
57	CC1Cc2ccccc2N1C(=O)c1ccc2snnc2c1 (centres undefined)	5%
58	O=C(CN1CCOCC1)NCCNC(=O)CN1CCOCC1	-4%
59	CN(C)C(=O)N1CCN(C(=O)N(C)C)CC1	0%
60	CCOC(=O)CSc1ncnc2c1cnn2-c1ccccc1	-4%
61	CC1CCCC(C)N1C(=O)Cn1c(SCC(=O)Nc2ccc3c(c2)OCO3)nc2ccccc21 (centres undefined)	-6%
62	Cc1noc(/C=C/N(C)C)c1S(=O)(=O)N1CCCC(C(=O)NCc2ccco2)C1 (centres undefined)	10%
63	CCOc1ccc(NC(=O)CCN2CCN(c3ccccc3)CC2)cc1	10%
64	S=c1[nH]nc(-c2ccccc2Cl)n1CC1CCCO1 (centres undefined)	-3%
65	C=CCn1c(O)c(C(CC)=Nc2cc(OC)ccc2OC)c(=O)[nH]c1=O	0%
66	COC(=O)C1=C(C)NC(C)=C(C(=O)OC)C1c1cc2ccc(C)cc2[nH]c1=O	-1%
67	CCOC(=O)c1ccc(NC(=O)CSc2nnc(C)n2-c2ccccc2)cc1	-3%
68	COc1cc(NC(=O)CCCC(=O)OCC(F)(F)C(F)F)nc(OC)n1	5%
69	CC1CCCCN1S(=O)(=O)c1coc(C(N)=O)c1 (centres undefined)	3%
70	CC[C@]1(O)C[C@@H]2CN(CCc3c([nH]c4ccccc34)[C@](C(=O)OC)(c3cc4c(cc3OC)N(C)[C@H]3[C@](O)(C(=O)OC)[C@@H](C(=O)OC)[C@@]5(CC)C=CCN6CC[C@@]43[C@@H]65)C2)C1	-1%
71	O=c1c(O)c(-c2ccc(O)c(O)c2)oc2ccccc12	-2%
72	Cc1ccc(OCc2nnc(SCC(=O)Nc3cc(C)on3)n2C)cc1	12%

# Single values from the entries so far.
# `CCCCN1CCCCC1C(=O)Nc1c(C)cc(C)cc1C` (centres undefined) – AmpC inh det: -4%
# `CCOc1ccc(C2CC(c3ccccc3C)n3ncnc3N2)cc1` (centres undefined) – AmpC inh det: 14%

# The results go on:
cpd	SMILES	AmpC inh det
73	N[C@H](C(=O)O)c1ccc(O)c(C(=O)O)c1	-1%
74	Nn1c(Cc2ccccc2F)nnc1SCn1nnc2ccccc2c1=O	-4%
75	CCc1nnc(NC(=O)C2CCCN2S(=O)(=O)c2ccc(C)cc2)s1 (centres undefined)	1%
76	O=C(CSc1ncc(-c2ccc(F)cc2)[nH]1)NCc1ccco1	5%
77	Cc1cccc(NC(=O)C2c3ccccc3C(=O)N3CCc4ccccc4C23)n1 (centres undefined)	12%
78	Cc1cc(=O)c2ccccc2s1	-2%
79	O=c1cc(CO)occ1O	-3%
80	CCOC(=O)CN(C(=O)CSc1nnc(CNc2ccc(C)cc2C)n1CC)c1ccccc1	2%
81	O=C1NCC(O)=C1C=NC12CC3CC(CC(C3)C1)C2	3%
82	C=CCOc1ccc(NC(=O)C2CC(=O)N(C(C)C)C2)cc1 (centres undefined)	1%
83	CC1=C(C(=O)Nc2ccc(F)cc2)C(c2ccncc2)C2=C(CCCC2=O)N1 (centres undefined)	-2%
84	O=C(CSc1nnc(-c2ccco2)o1)N1c2ccccc2CCc2ccccc21	0%
85	COC(=O)c1ccc2c(c1)NC(=O)C(N1CCOCC1)S2 (centres undefined)	-1%
86	CC(C)C[C@@H](CC(=O)N[C@H](CC(=O)N[C@@H]1CCCC[C@H]1C(=O)N[C@H](CC(=O)N[C@@H](CCC(=O)O)CC(=O)O)CC(C)C)C(C)C)NC(=O)[C@@H]1CCCC[C@H]1N	14%
87	Cc1nnc(NC(=O)c2cc3n(n2)C(C(F)(F)F)CC(C2CC2)N3)s1 (centres undefined)	-5%
88	COCCn1c(=O)c(-c2cccc(C#N)c2)nc2cnc(Oc3ccc(OC)cc3)nc21	1%

# Given with each value named: part of the list above.
83) CC1=C(C(=O)Nc2ccc(F)cc2)C(c2ccncc2)C2=C(CCCC2=O)N1 (centres undefined)
  AmpC inh det: -2%

84) O=C(CSc1nnc(-c2ccco2)o1)N1c2ccccc2CCc2ccccc21
  AmpC inh det: 0%

# Additional compounds follow.
cpd	SMILES	AmpC inh det
89	Cc1c(NS(=O)(=O)c2ccc3c(c2)c(=O)n(C)c(=O)n3C)c(=O)n(-c2ccccc2)n1C	-1%
90	CC1CCCN(C(=O)c2ccc3c(c2)C(=O)N(CCC2=CCCCC2)C3=O)C1 (centres undefined)	13%
91	COc1cccc(S(=O)(=O)Nc2ccc(C(=O)N3CCOCC3)cc2)c1	2%
92	Cc1cc(NC(=O)CSc2nnc(C(C)N(C)C)n2Cc2ccccc2)no1 (centres undefined)	-4%
93	O=C(Nc1ccncc1)Nc1ccccn1	12%
94	COCCn1c(=O)c(-c2cn(C)c3ccccc23)nc2cncnc21	2%
95	O=C(NC(Cc1ccc(F)cc1)C(=O)O)c1ccccc1 (centres undefined)	-13%
96	CCCCn1c(CN2CCN(C(=O)c3ccco3)CC2)nc2c1c(=O)n(C)c(=O)n2C	13%
97	COC(=O)c1cccc(S(=O)(=O)N2CCC(n3nnc4cc(F)ccc43)CC2)c1	0%
98	COc1cccc(NC(=O)c2cccnc2)c1	17%
99	O=c1c2[nH]c3ccc(F)cc3c2ncn1CCCn1ccnc1	-3%
100	COc1nnc(-c2ccc(N3CCOCC3)c(NC(=O)c3ccco3)c2)c2ccccc12	-4%
101	O=C(/C=C\c1ccc(O)c(O)c1)OCCc1ccccc1	-1%
102	CCc1ccc(CC)c(S(=O)(=O)Nc2ccc(O)c(C(=O)O)c2)c1	-5%
103	CSc1nc(-c2ccco2)nn1C(=O)c1cccs1	-8%
104	CC(=O)Nc1ccccc1C	11%
105	CC(=O)N1CCN(CCN=CC2=C(O)CC(c3ccc(Cl)cc3)CC2=O)CC1 (centres undefined)	9%
106	CCOC(=O)N1CCN(C(=O)CSc2nc3c(cnn3-c3ccc(C)cc3)c(=O)[nH]2)CC1	12%
107	O=C(CCC(=O)N1CCCC1)Nc1nnc(C(F)(F)F)s1	-5%
108	O=c1c2ccccc2nnn1Cc1ccccn1	-3%
109	Cc1cc(=O)n2nc(N3CCCC(C(=O)NCCc4ccccc4)C3)sc2n1 (centres undefined)	16%
110	Cc1ccc2oc(=O)c3cnn(CC(=O)N4CCCCC4C)c3c2c1 (centres undefined)	3%
111	CCOC(=O)C1CCCN(C(=O)c2cc(Nc3ccc(OC)c(OC)c3)nc3ccccc23)C1 (centres undefined)	-3%
112	CCOCCCNC(=O)C(c1ccc(OC)cc1)N(Cc1ccc2c(c1)OCO2)C(=O)CNC(C)=O (centres undefined)	-4%
113	CN(C)c1ccc(CN2CCCC(O)C2)cc1 (centres undefined)	-2%
114	OCCNCC(O)Cn1ccc2ccccc21 (centres undefined)	-3%
115	Cc1cccc(C(CC(=O)N2CCCC2)c2ccccc2)c1O (centres undefined)	8%
116	COCCn1nnnc1CN1CCOCC1	-1%
117	COc1ccc(-c2ccc(=O)n(CC(=O)Nc3cccc(O)c3)n2)cc1OC	-2%
118	O=C(OCCN1C(=O)c2ccccc2C1=O)c1cccc(OC(F)F)c1	2%
119	O=C(Sc1nnnn1C1CCCCC1)c1cccs1	-1%
120	CC(C)Cc1nc(SCC(=O)NCc2ccccc2)n[nH]1	-3%
121	COc1ccc(C2N(c3cc(Cl)ccc3OC)C(=O)C3CCCN32)c(OC)c1 (centres undefined)	7%
122	COc1ccc(C(=O)CSc2ncn[nH]2)cc1OC	6%
123	Clc1ccc(Nc2nc(-c3cccs3)cs2)nc1	-2%
124	CCn1cc(C(=O)NCCCOC)c(=O)c2cc(S(=O)(=O)N(C)C3CCCCC3)ccc21	12%
125	Cc1nc(SC(C)C)[nH]c(=O)c1Cc1ccccc1	5%
126	COc1ccc(-c2nc(CS(=O)CC(=O)NCCCN3CCCC3)c(C)o2)cc1OC (centres undefined)	-5%
